Compound activity from PubChem.
IDE act – boosts human insulin-degrading enzyme activity in HEK cells | P14735 | FAbeta-B cleavage, fluorescence polarization; 0% vehicle, 100% cell-free pure enzyme wells | activation, % at 5.96 µM | 340,000 compounds, 0.073% hits;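 active means activation above the mean of all tested compounds plus 3 SD, set per screening campaign, cut at about 17% in these data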
MEKK3 PB1 HTS – MEKK3-MEK5 PB1 interaction, increase or decrease; 290,000 compounds, 1.4% hits; binding response (% of control), % at 10 µM; bead-based flow cytometry, Alexa488-MEK5 binding to MEKK3; actives lie on both sides; 0 = blocked by unlabeled MEK5, 100 = vehicle; AID 1529;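 active means binding response more than 3 SD above or below the average of its plate-row segment, actives on both sides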;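 further: Alexa488 bead fluorescence after subtracting the streptavidin-only scavenger bead signal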
IDE cell inh – inhibitors of human insulin-degrading enzyme in cells. HEK cells, FAbetaB cleavage, fluorescence polarization. inhibition, % at 5.59 µM. 320,000 compounds, 0.41% hits;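 active means percent inhibition above the average of all tested compounds plus 3 SD, set per screening campaign, cut at about 16% in these data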;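 further: IDE supplied by intact live HEK cells; FP after avidin binding of uncleaved biotin substrate so inhibition keeps polarization high; 0% = DMSO wells and 100% = 60 µM reference IDE inhibitor Ii1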
CRFR2-BP ag – CRF-BP/CRF-R2 complex agonism | HEK293 CRF-R2/CRF-BP, calcium dye fluorescence (FLIPR); percent of saturating CRF peptide response | activation, % at 13.2 µM | 350,000 compounds, 0.46% hits;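 active means activation of at least 50%, plus an integration ratio under a set limit after plate pattern correction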;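 further: plate controls were neutral control wells without compound for no effect and CRF at EC100 for full effect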
GalR3 antagonist – human GalR3 antagonism; HEK293 GalR3-CNG cAMP membrane potential fluorescence; galR3 body fused to GalR1 C-terminus; inhibition, % at 3 µM; 360,000 compounds, 0.44% hits; O60755;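 active means inhibition above the screen-wide average plus 3 SD, cut at about 13% in these data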;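 further: forskolin and galanin both at EC90 stimulate the cells; cAMP rise reported by CNG channel membrane potential dye signal; 0% = forskolin plus galanin with DMSO and 100% = forskolin alone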
PHOSPHO1 inh – blocks human PHOSPHO1 phosphatase activity; Q8TCT1; recombinant PHOSPHO1, absorbance phosphatase assay; 290,000 compounds, 1.1% hits; inhibition, % at 13.3 µM; in the data active means inhibition above about 60%
p-CIP stab down – lowers stability of the mouse p/CIP coactivator protein; F442A p/CIP-EGFP cells, EGFP fluorescence, 16 h; decrease of EGFP signal, % at 10 µM; 290,000 compounds, 0.01% hits;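 active means EGFP signal decrease of at least 30% at 10 µM or well 3 SD below plate mean, unless failing retest; inactive means the rest, including hits failing retest or dose response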; further: some compounds called inactive have numbers as strong as hits; many of its hits are not listed in these tables
Target sequence (Q05BA5 1-1403): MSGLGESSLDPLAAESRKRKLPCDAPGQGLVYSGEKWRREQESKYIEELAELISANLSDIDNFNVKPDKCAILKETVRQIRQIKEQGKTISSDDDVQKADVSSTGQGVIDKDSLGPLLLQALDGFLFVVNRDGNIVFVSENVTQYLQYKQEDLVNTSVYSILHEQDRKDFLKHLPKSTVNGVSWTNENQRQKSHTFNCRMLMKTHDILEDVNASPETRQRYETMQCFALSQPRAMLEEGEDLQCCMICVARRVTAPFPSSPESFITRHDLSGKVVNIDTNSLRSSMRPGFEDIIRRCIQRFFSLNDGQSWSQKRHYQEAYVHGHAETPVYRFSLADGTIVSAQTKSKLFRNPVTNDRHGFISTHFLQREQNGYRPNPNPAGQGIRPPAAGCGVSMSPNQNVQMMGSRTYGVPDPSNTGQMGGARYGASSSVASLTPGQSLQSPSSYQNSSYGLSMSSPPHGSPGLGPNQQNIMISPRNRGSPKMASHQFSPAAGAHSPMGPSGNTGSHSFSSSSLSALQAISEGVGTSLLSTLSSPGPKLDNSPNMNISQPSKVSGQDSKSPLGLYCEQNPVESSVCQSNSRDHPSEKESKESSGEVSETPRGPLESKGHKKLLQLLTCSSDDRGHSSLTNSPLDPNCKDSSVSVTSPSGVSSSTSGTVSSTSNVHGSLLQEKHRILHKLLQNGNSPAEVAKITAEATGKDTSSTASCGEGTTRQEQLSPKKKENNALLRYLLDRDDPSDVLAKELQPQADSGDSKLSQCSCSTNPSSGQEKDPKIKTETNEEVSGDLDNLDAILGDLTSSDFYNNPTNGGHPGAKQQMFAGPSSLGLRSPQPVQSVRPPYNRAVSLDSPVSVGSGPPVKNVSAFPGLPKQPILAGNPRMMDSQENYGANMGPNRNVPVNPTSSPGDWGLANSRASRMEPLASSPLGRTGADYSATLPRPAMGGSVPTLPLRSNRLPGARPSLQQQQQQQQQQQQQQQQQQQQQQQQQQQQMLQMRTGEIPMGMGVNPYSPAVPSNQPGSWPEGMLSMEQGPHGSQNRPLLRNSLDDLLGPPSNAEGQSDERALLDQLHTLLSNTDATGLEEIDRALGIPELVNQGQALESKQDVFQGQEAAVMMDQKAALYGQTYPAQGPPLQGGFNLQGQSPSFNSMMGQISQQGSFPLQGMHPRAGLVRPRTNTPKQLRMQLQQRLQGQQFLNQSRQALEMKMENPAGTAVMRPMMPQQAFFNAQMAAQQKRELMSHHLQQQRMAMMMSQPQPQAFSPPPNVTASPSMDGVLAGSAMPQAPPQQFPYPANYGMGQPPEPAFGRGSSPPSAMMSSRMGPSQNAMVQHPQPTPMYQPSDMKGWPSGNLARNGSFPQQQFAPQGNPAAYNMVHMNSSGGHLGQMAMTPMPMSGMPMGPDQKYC
CHRM4 PAM – potentiates acetylcholine response at human M4 receptor; 360,000 compounds, 0.4% hits; activation, % at 3 µM; CHO-K1 hM4/Gqi5, Fluo-8 calcium fluorescence, ACh EC20; 0% = ACh EC20, 100% = maximal ACh; AID 624126; P08173;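 active means activation above its plate's cutoff, the mean activation of sample wells plus 3 SD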; further: some results filed as inactive read as strong as hits
CRFR2-BP antag – antagonists of CRF-binding protein/CRF-R2 receptor complex. inhibition, % at 11.8 µM. 350,000 compounds, 0.59% hits. HEK293 CRF-R2/CRF-BP, CRF-induced calcium fluorescence. AID 588475;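 active means inhibition of the ligand-induced calcium signal above about 50% at the single tested concentration, limit read from the data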
Starred values were filed as active, the others as inactive; nt = not tested or not shown; & = joins results of further samples.

SMILES	IDE act	MEKK3 PB1 HTS	IDE cell inh	CRFR2-BP ag	GalR3 antagonist	PHOSPHO1 inh	p-CIP stab down	CHRM4 PAM	CRFR2-BP antag
COc1cc(Cl)c(C)cc1NC(=O)CNC(=O)Cn1cnc2ccccc2c1=O	5	99	-2	1.6	-8	7	-19	0	-19
Cc1nc2sc3c(=O)[nH]nnc3c2c(C)c1Br	3	101	3	5.0	-7	nt	-6	9	0
COc1cccc(-c2csc3nnc(SCC(=O)c4ccc(NC(C)=O)cc4)n23)c1	9	102	7	-0.4	nt	-6	0	8	10
CN(C(=O)c1ccc(NC(=O)Cc2cccc(NC(=O)C3CCN(C(=O)CCc4ccccc4)CC3)c2)cc1)C1CCCC1	-5	nt	-2	0.8	-4	nt	nt	12	2
Cc1cnc(C(=O)OCC(=O)Nc2cccc(C)c2C)cn1	2	nt	0	0.3	-3	nt	nt	15	2
CCC(CC)C(=O)OCC(=O)Nc1cccc([N+](=O)[O-])c1	-7	102	-4	6.7	1	20	4	-7	-4
O=C(NCc1ccccn1)c1cc2ccccc2oc1=O	5	91	2	1.0	5	45	-12	1	-18
COCC(C)NCc1cccc(C)c1 (stereo unspecified)	0	96	3	-1.5	4	3	0	-1	5
O=C(CCc1c[nH]c2ccccc12)Nc1ncccc1O	6	102	1	0.2	-4	43	8	-6	4
Cc1c(NC(=S)N2CCN(c3cccc(Cl)c3)CC2)c(=O)n(-c2ccccc2)n1C	3	100	0	0.9	-4	4	3	0	-24
CC(=O)Oc1ccc(C(=O)Nc2ccccc2C(=O)N2CCCCC2)cc1	-2	107	3	0.0	3	-28	1	0	-4
CN1C(=O)N(C)C2C1NC(=O)N2C (stereo unspecified)	4	101	6	-0.4	3	11	0	7	45
CSc1ccc(S(=O)(=O)NCc2ccccc2Cl)cc1	-2	101	-1	-4.0	-4	9	-11	1	33
CC(=O)NCc1nc2ccccc2n1C(C)C	0	107	0	-2.4	nt	-10	-14	-3	36
COc1ccccc1CCC(=O)OCC(=O)NC1CC1	4	nt	3	3.5	0	nt	nt	2	-3
COC(=O)c1c(C)[nH]c(C(=O)/C=C/c2ccccc2F)c1C	2	95	9	-0.3	-5	20	2	5	3
COc1ccccc1N(CN1C(=O)c2ccccc2C1=O)C(=O)c1cccc(C)c1	3	141*	3	2.0	-3	8	-2	-1	20
O=C(NC1=NCCS1)C1Cc2ccccc2CN1C(=O)c1ccccc1 (stereo unspecified)	-4	110	1	-1.9	-2	-23	-5	-4	2
CCCCc1ncc(CN2CCC(n3nccc3NC(=O)C(OC)c3ccccc3)CC2)[nH]1 (stereo unspecified)	3	102	-1	-1.3	0	28	7	-4	14
Cc1ccc2nc(NC(=O)CSc3ncnc4c3oc3ccccc34)sc2c1	6	nt	nt	-0.8	2	14	12	8	6
CCOC(=O)/C=C/C(=O)Nc1nccs1	3	98	12	-0.4	-2	12	20	3	-19
Cc1ccc(C)c(S(=O)(=O)N2CCN(C(=O)CCC(=O)c3cc(C)sc3C)CC2)c1	1	nt	-2	0.1	-4	nt	nt	-7	5
CC(C)C(=O)N=c1sc2cc(F)cc(F)c2n1C	5	114	6	-2.2	nt	-15	-10	9	13
C=C(C)CNC(=S)N=Nc1c(O)[nH]c2ccc([N+](=O)[O-])cc12	0	101	2	2.1	12	-22	-4	5	-13
Clc1ccc(Nc2ncnc3ccc(Br)cc23)cc1	-6	103	3	-2.5	-4	33	-1	11	-64

The results go on.
SMILES	IDE act	MEKK3 PB1 HTS	IDE cell inh	CRFR2-BP ag	GalR3 antagonist	PHOSPHO1 inh	p-CIP stab down	CHRM4 PAM	CRFR2-BP antag
CC(=O)c1cccc(NC(=O)C(OC(=O)c2cccs2)c2ccccc2)c1 (stereo unspecified)	6	102	6	1.7	0	-6	-15	-1	-26
O=c1onc(-c2cccnc2)n1-c1ccccc1F	5	103	2	-1.1	-4	43	-8	13	5
COc1ccc(CN2CCN(CCCCOc3ccc(Cl)cc3)CC2)c(OC)c1OC	6	104	0	-1.6	-4	32	2	-12	-19
N#CC1=C(N)Oc2n[nH]c(-c3cccs3)c2C1C1CCCCC1 (stereo unspecified)	0	100	1	0.3	1	21	8	8	-11
CC1CCC(NC(=O)c2cc(S(=O)(=O)N3CCCCC3)ccc2N2CCOCC2)CC1 (stereo unspecified)	5	nt	-6	0.1	-5	nt	nt	2	-10
C#CCOCCOCCOCCNc1nc(N2CCOCC2)nc(N2CCN(C(=O)Cn3cc(CC(C)O)nn3)CC2)n1 (stereo unspecified)	4	68	3	0.6	-2	9	-7	-3	3
CN(C)C(=O)c1c2c(nc3ccccc13)-c1ccccc1CC2	-4	99	6	0.3	-3	23	0	-11	-7
CC1(C)CC2(C)OCCN2C(=S)N1 (stereo unspecified)	6	82	13	-0.1&0.4	-6&-5	32	-2	-3&5	-3&10
O=C(c1cc(=O)c2ccccc2o1)N1CCN(c2ccccc2)CC1	0	94	0	-0.6	-6	17	-28	0	6
COc1cc(OC)cc(C(=O)N2CCN(C3CCCCC3)CC2)c1	-4	100	4	-0.7	-8	34	0	7	-8
CCOC(=S)SCC(=O)Nc1ncc(C)s1	4	98	7	-1.1	-2	20	16	4	1
CCN(CC)S(=O)(=O)c1ccc(OC(C)C)nc1	1	89	-4	0.2	-5	-8	7	10	4
O=C(COc1ccc(Br)cc1)Nc1ccc(NC(=O)c2ccccc2)cc1	-10	99	4	3.2	-4	-8	-3	3	-7
CC1CCN(C(=O)CSC2=NS(=O)(=O)c3cc(F)ccc3N2)CC1	7	nt	-3	0.2	-4	nt	nt	2	-9
Nc1cccc2c(=O)c3ccccc3[nH]c12	1	90	-2	-0.5	-7	-2	-1	-7	-1
CC(C)N(Cc1cc2ccccc2[nH]c1=O)C(=O)c1ccco1	-3	90	0	-2.3	-2	5	10	6	-8
COc1ccc(CCN(C)Cc2c(O)ccc3cc(Br)ccc23)cc1OC	1	108	-4	3.6	-3	34	-14	2	5
O=C(Cn1cncn1)N/N=C/c1cc([N+](=O)[O-])ccc1O	7	96	-5	3.8	-3	-1	-12	-2	10
O=C1C(Cl)=C(O)C2(Cl)C(Cl)=C(Cl)C12Cl (stereo unspecified)	6	nt	nt	0.1	4	nt	nt	4	13
COc1cc2cc(CN(CCc3ccccc3C)C(=S)NCCCN3CCOCC3)c(=O)[nH]c2cc1OC	4	101	6	0.7	-12	-16	4	-2	-8
O=C(NS(=O)(=O)Nc1ccccn1)c1c[nH]c2ccccc12	1	100	-3	-1.0	-9	24	-9	6	14
COc1ccc2nc(C)cc(SCC(=O)OC(C)C)c2c1	4	99	3	-12	2	50	-12	10	5
Cc1cc(NC(=O)CCC(=O)N(Cc2ccco2)C(C(=O)NCC2CCCO2)c2ccncc2)no1 (stereo unspecified)	4	104	4	-0.9	-3	-20	-1	-1	-10
COc1ccc(C(=O)Nc2nnc(Cc3ccc(OC)c(OC)c3)s2)cc1	-1	101	-3	2.3	-8	56	-2	-3	5
COc1ccccc1N(C)S(=O)(=O)c1ccc(C(=O)Nc2ccc(N3CCOCC3)cc2)cc1	0	93	9	-2.1	-1	7	-2	-2	-13

Single records, as listed above. Order of values: IDE act, MEKK3 PB1 HTS, IDE cell inh, CRFR2-BP ag, GalR3 antagonist, PHOSPHO1 inh, p-CIP stab down, CHRM4 PAM, CRFR2-BP antag
O=C(COc1ccc(Br)cc1)Nc1ccc(NC(=O)c2ccccc2)cc1 in the list: -10, 99, 4, 3.2, -4, -8, -3, 3, -7
Cc1cc(NC(=O)CCC(=O)N(Cc2ccco2)C(C(=O)NCC2CCCO2)c2ccncc2)no1 (stereo unspecified) in the list: 4, 104, 4, -0.9, -3, -20, -1, -1, -10
CCOC(=S)SCC(=O)Nc1ncc(C)s1 in the list: 4, 98, 7, -1.1, -2, 20, 16, 4, 1
Nc1cccc2c(=O)c3ccccc3[nH]c12 in the list: 1, 90, -2, -0.5, -7, -2, -1, -7, -1
O=C1C(Cl)=C(O)C2(Cl)C(Cl)=C(Cl)C12Cl (stereo unspecified) in the list: 6, nt, nt, 0.1, 4, nt, nt, 4, 13

Structures listed above that bear a hit mark in MEKK3 PB1 HTS.
SMILES	IDE act	MEKK3 PB1 HTS	IDE cell inh	CRFR2-BP ag	GalR3 antagonist	PHOSPHO1 inh	p-CIP stab down	CHRM4 PAM	CRFR2-BP antag
COc1ccccc1N(CN1C(=O)c2ccccc2C1=O)C(=O)c1cccc(C)c1	3	141*	3	2.0	-3	8	-2	-1	20

New compounds follow:
SMILES	IDE act	MEKK3 PB1 HTS	IDE cell inh	CRFR2-BP ag	GalR3 antagonist	PHOSPHO1 inh	p-CIP stab down	CHRM4 PAM	CRFR2-BP antag
CCN(CC)C(=O)[C@H]1C[C@H](CC(=O)NCC23CC4CC(CC(C4)C2)C3)C(=O)N2CCc3c([nH]c4ccc(Cl)cc34)[C@]12C	5	nt	nt	-0.9	-5	nt	nt	1	31
CC(C)OC(=O)c1cc(C(=O)c2cc(Br)ccc2O)coc1=N	2	98	-3	-2.3	0	12	-18	10	1
Cn1cc(NC(=O)Nc2ccc(C(F)(F)F)cc2)c(C(F)(F)F)n1	2	101	0	1.9	-7	-10	-6	-4	-5
CCN1C(=O)NC(c2ccc(Cl)cc2)C2=C1CCCC2=O (stereo unspecified)	4	110	-4	9.6	-8	29	-12	0	-26
CCOC(=O)c1c(-c2ccc(-c3ccccc3)cc2)csc1NC(=O)CCN1CCOCC1	9	104	7	-0.2	-3	-5	2	-2	-7
O=C(CCl)NC1(C(F)(F)F)C(=O)Nc2c1c(=O)[nH]c(=O)n2-c1ccccc1 (stereo unspecified)	2	95	10	-1.8	-2	20	0	-5	3
O=C(CSc1nnnn1C1CCCCC1)NCc1ccco1	-1	101	0	-1.2	-4	-27	-11	-4	-2
CN(C)CCCN(C(=O)c1sc2ccccc2c1Cl)c1nc2ccc(F)cc2s1	7	111	1	1.4	-13	-2	-3	10	5
CCn1c2c(c(=N)c3ccccc31)CCC2	-1	114	4	0.1	-2	24	-7	-8	-11
CCS(=O)(=O)c1ccc2c(c1)N(S(=O)(=O)c1ccc(C)cc1)CC(C(=O)O)O2 (stereo unspecified)	-1	90	0	5.5	-4	34	-11	4	10
CCCCOc1ccc(C(=O)NN2CCOCC2)cc1	2	nt	8	-1.4	-1	nt	nt	-3	-6

Some of the entries so far, with values ahead of the structure.
IDE act	MEKK3 PB1 HTS	IDE cell inh	CRFR2-BP ag	GalR3 antagonist	PHOSPHO1 inh	p-CIP stab down	CHRM4 PAM	CRFR2-BP antag	Molecule
2	101	0	1.9	-7	-10	-6	-4	-5	Cn1cc(NC(=O)Nc2ccc(C(F)(F)F)cc2)c(C(F)(F)F)n1
4	110	-4	9.6	-8	29	-12	0	-26	CCN1C(=O)NC(c2ccc(Cl)cc2)C2=C1CCCC2=O (stereo unspecified)
9	104	7	-0.2	-3	-5	2	-2	-7	CCOC(=O)c1c(-c2ccc(-c3ccccc3)cc2)csc1NC(=O)CCN1CCOCC1
